# OXTR potentiate: potentiators of human oxytocin receptor | P30559 | CHO-OTR cells, Fluo-8 calcium fluorescence, potentiator mode; 0% = oxytocin EC15, 100% = EC100 | activation, % at 3 µM | hit rate 0.061% among 320,000;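 active means activation above that plate's cutoff, the mean activation of tested compounds plus 3 SD, cut at about 6.6% in these data, passing the limit was not always enough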;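 further: 100% uses oxytocin at 75 nM as the full agonist control; some results filed as inactive read as strong as hits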
#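 Replication – single well per compound, singlicate · Assay system – CHO cell line stably expressing human OTR · Timing – 6 min pre-incubation, 100 s read · Measure – normalized max/min fluorescence ratio, % activation · Doses – 3.0 µM, one dose · Detection – Fluo-8 calcium dye fluorescence · Probe or stimulus – oxytocin near EC15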
# CHRM1 antagonist: human CHRM1 antagonism; P11229; CHO-K1 hM1, Fluo-8 calcium fluorescence, ACh EC80 antagonist; inhibition, % at 3 µM; hit rate 1.3% among 360,000; AID 588852;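 active means percent inhibition above its own plate's cutoff, namely the mean of that plate's compound wells plus 3 SD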;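 further: peak over basal fluorescence ratio during 140 s after agonist addition; 0% = ACh EC80 plus DMSO and 100% = DMSO alone without agonist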
# Target sequence (P11229 whole entry, looked up): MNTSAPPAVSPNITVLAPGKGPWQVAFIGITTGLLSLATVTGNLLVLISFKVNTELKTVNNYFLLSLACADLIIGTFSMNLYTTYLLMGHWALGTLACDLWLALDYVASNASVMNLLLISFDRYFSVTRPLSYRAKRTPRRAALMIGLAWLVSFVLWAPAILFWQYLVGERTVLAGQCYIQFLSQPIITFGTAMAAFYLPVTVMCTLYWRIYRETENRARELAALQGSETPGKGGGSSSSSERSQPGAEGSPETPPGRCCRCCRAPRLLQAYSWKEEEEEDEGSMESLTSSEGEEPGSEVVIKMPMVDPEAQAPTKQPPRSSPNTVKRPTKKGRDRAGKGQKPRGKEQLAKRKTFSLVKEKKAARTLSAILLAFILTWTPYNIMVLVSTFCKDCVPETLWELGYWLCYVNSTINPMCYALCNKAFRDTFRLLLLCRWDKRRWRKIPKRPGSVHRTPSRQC
# CHO-K1 Ca antag: M1 antagonist counterscreen hit in parental CHO-K1 cells; inhibition, % at 3 µM; AID 602250; hit rate 0.6% among 360,000; ATP-induced calcium, Fluo-8 fluorescence;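 active means inhibition above a per-plate cutoff, the plate's mean sample inhibition plus 3 SD, cut at about 24% in these data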;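 further: 0% = DMSO plus EC80 ATP and 100% = DMSO alone without ATP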
# CHRM1 PAM: human CHRM1 positive allosteric modulation; P11229; CHO-K1 hM1, Fluo-8 calcium fluorescence, ACh EC20; 0% = ACh EC20, 100% = maximal ACh; activation, % at 3 µM; hit rate 0.088% among 360,000; in the data active means activation above about 19%, passing the limit was not always enough
# CHRM4 agonist: agonists of human muscarinic M4 receptor (CHRM4). hit rate 0.14% among 360,000. AID 624127. activation, % at 3 µM. CHO-K1 hM4/Gqi5, Fluo-8 calcium fluorescence; vehicle 0%, full acetylcholine response 100%;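 active means activation above the run mean over all test wells plus 3 SD, cut at about 32% in these data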;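 further: peak over basal fluorescence ratio per well then scaled between controls; 0% = DMSO wells and 100% = acetylcholine at EC100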
# Target sequence (P08173 whole entry, looked up): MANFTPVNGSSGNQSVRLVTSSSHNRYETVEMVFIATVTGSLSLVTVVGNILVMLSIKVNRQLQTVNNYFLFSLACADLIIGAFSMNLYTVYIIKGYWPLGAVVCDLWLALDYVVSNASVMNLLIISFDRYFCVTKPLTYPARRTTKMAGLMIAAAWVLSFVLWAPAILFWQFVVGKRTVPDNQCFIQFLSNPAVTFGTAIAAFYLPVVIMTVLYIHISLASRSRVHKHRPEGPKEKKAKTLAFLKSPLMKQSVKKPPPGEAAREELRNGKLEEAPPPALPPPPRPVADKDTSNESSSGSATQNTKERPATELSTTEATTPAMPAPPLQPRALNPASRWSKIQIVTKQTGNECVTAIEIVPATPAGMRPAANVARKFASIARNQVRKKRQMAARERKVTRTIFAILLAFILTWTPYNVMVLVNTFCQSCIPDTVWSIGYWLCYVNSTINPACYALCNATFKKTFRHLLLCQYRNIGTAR
# CHO parental Ca: counter-screen for OX1R antagonists: effect in parental CHO cells. parental CHO-K1, ATP-induced calcium, Fluo-8 fluorescence. inhibition, % at 5.6 µM. hit rate 0.63% among 330,000;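 active means inhibition above that plate's mean sample inhibition plus 3 SD, cut at about 26% in these data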;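 further: 0% = ATP-challenged DMSO wells and 100% = DMSO wells without ATP; some compounds past the cut are filed as inactive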
#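 Material: parental CHO cells / Compound: single nominal dose of 5.6 µM per compound / Signal: Fluo-8 fluorescence / Replicates: singlicate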
# M1 ag parental: counter-screen for M1 agonists: effect in parental CHO-K1 cells. activation, % at 3 µM. Fluo-8 calcium fluorescence; scaled to maximal ATP response, vehicle zero. AID 602248. hit rate 0.48% among 360,000; in the data active means activation above about 15%;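 further: untransfected CHO-K1 host cells lacking M1 receptor as counterscreen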
# M1 ag: activates human CHRM1 receptor; P11229; CHO-K1 hM1, Fluo-8 calcium fluorescence, agonist mode; 0% DMSO, 100% acetylcholine EC100; activation, % at 3 µM; hit rate 0.33% among 360,000; AID 588814;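 active means activation above the run's mean compound activation plus 3 SD, cut at about 16% in these data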;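 further: peak over basal fluorescence ratio within a 140 s kinetic read after compound addition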
# CHRM4 antagonist: CHRM4 antagonism in calcium assay. P08173. CHO-hM4 cells, ACh EC80, Fluo-8 calcium fluorescence. inhibition, % at 3 µM. hit rate 0.73% among 360,000. AID 624125;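 active means inhibition above its plate's cutoff, the mean inhibition of sample wells plus 3 SD, cut at about 27% in these data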;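 further: 0% = acetylcholine EC80 with DMSO and 100% = DMSO without agonist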
# * hit, by the source's call; · = no result given; & = joins results of further samples.
SMILES,OXTR potentiate,CHRM1 antagonist,CHO-K1 Ca antag,CHRM1 PAM,CHRM4 agonist,CHO parental Ca,M1 ag parental,M1 ag,CHRM4 antagonist
O=C(CSc1ncnc2c1oc1ccccc12)NC1CCCCC1,-5,-16,-13,9,1,0,0.8,-5,-4
COc1ccc(NS(=O)(=O)c2cc(NC(=O)CCNC(C)=O)ccc2N2CCCCC2)cc1,-7,44*,-11,-11,5,-5,0.6,-5,-3
Cc1ccc(CN(C)C(=O)CN2C(=O)NC3(CCCc4ccccc43)C2=O)c(C)c1 (stereo not given),-7,-11,-13,14,2,-28,-0.1,-2,-17
O=[N+]([O-])c1cc(Cl)ccc1Nc1ccccc1,-15,-4,-5,18,-1,-9,-0.4,5,-9
OC(c1ccc(Cl)c(F)c1)c1ncc(-c2cccc3ccccc23)[nH]1 (stereo not given),·,-3,8,1,5,·,0.9,0,3
O=C(c1ccccc1)N1CCN(CC#Cc2ccccc2)CC1,-11,-22,-1,4,2,-8,0.7,-4,-7
Cn1c(=O)c2c(nc(SCC(=O)NCC3CCCO3)n2C)n(C)c1=O (stereo not given),-4,-10,-18,5,1,-2,0.7,-6,-8
COc1ccc(NC(=O)C2Cc3ccccc3O/C2=N\O)cc1 (stereo not given),·,-11,-7,8,1,·,0.5,-3,-14
COC(=O)c1sc2cc(=O)n(-c3cccc(C(F)(F)F)c3)nc2c1O,-3,-6,-3,9,1,-3,0.0,-5,-5
C/C(=N\NC(=O)OC(C)(C)C)c1ccc(-n2ccnc2)cc1,-7,9,-1,-2,3,-8,0.9,0,-2
CCOC(=O)C1=C(COC(=O)/C=C/c2ccc(OCC)c(OC)c2)NC(=O)NC1C (stereo not given),-13,-3,20,2,10,-25,2.5,4,-9
O=[N+]([O-])c1ccc(N2CCC(=NOCc3ccc(Cl)cc3)CC2)cc1,-20,22,3,-6,1,22,1.4,-3,10
CCc1cccc(C)c1NC(=O)c1ccoc1C,-4,3,5,0,1,-15,0.4,-1,5
O=c1oc(-c2ccco2)nc2c1cnn2-c1ccccc1,-6,-13,0,4,0,-10,0.2,-4,-14
COc1ccc2c(c1)CCC1C2=NN(/C(C)=C\C(C)=O)C1c1ccc(F)cc1 (stereo not given),-7,-2,-5,5,2,-16,1.4,-8,-1
Cc1cc(C)n(C(=O)CCNC(=O)c2ccccc2Br)n1,7,-5,7,4,1,-22,0.3,-3,1
Cn1cc(CN2CCN(Cc3ccccc3)C(CCO)C2)c(-c2ccccc2)n1 (stereo not given),-6,-25,-9,13,0,-34,-0.1,-4,3
CCCCOC(=O)c1sc2nc(N3CCOCC3)c3c(c2c1N)CC(C)(C)OC3,-1,-12,-4,6,1,-8,0.3,-3,6
COCCn1c(=O)c2cc3c(=O)n(CCOC)c(=O)c3cc2c1=O,-3,-7,-15,6,2,-3,0.3,-4,-29
O=C1CC(c2cc(F)ccc2F)c2cc3c(cc2N1)CCC3 (stereo not given),-12,1,0,-4,0,10,0.2,-5,14
O=CNC1(c2ccccc2)CCCCC1,·,-13,-14,8,0,·,0.2,-3,-6
COc1ccc(-n2c(C)nc3c(cnn3-c3ccc(C)cc3)c2=O)cc1,-11,10,-1,-9,7,-10,6.1,-4,2
CN(C)C(=O)c1ccc(NS(=O)(=O)c2ccc3c(c2)OCCO3)cc1,-5,-2,-6,4,5,-2,4.1,1,3
COc1cccc(-c2cnc3c(NC(C)=O)cc(-c4cc(OC)c(OC)c(OC)c4)cn23)c1,·,7,-8,-10,12,·,2.1,-4,-10
C=CCOC(=O)C1=C(C)NC(SCC(=O)NC(=O)OCC)=C(C#N)C1c1cccnc1 (stereo not given),-5,-14&4,-10&-2,5&-1,1&0,-8,0.7&0.8,-5&-7,-7&11
COc1cc(NC(=O)C2CCC(=O)N2S(=O)(=O)c2ccc(C)cc2)cc(OC)c1 (stereo not given),1,-7,-16,5,0,-13,0.4,-2,6
COc1ccc(NC(=S)NC(NC(=O)/C=C/c2ccccc2)C(Cl)(Cl)Cl)cc1 (stereo not given),-21,-4,10,11,2,-7,0.8,3,7
COc1ccc(OC)c(/C=C/C(=O)OCC(=O)Nc2cccc(C(C)=O)c2)c1,-3,6,5,-3,7,-16,3.4,-8,-2
O=C(Nc1ccc(NC(=O)c2sc3ccccc3c2Cl)cc1)c1ccco1,-2,-2,4,6,0,-15,0.4,-6,4
Cc1cccc(N2CCN(S(=O)(=O)c3ccc4c(c3)C(C)(C)C(=O)N4C)CC2)c1C,-6,-21,-9,8,5,-2,0.6,-5,-9

# Given with tabs: part of the list above.
SMILES	OXTR potentiate	CHRM1 antagonist	CHO-K1 Ca antag	CHRM1 PAM	CHRM4 agonist	CHO parental Ca	M1 ag parental	M1 ag	CHRM4 antagonist
Cn1cc(CN2CCN(Cc3ccccc3)C(CCO)C2)c(-c2ccccc2)n1 (stereo not given)	-6	-25	-9	13	0	-34	-0.1	-4	3
CCCCOC(=O)c1sc2nc(N3CCOCC3)c3c(c2c1N)CC(C)(C)OC3	-1	-12	-4	6	1	-8	0.3	-3	6
COCCn1c(=O)c2cc3c(=O)n(CCOC)c(=O)c3cc2c1=O	-3	-7	-15	6	2	-3	0.3	-4	-29
O=C1CC(c2cc(F)ccc2F)c2cc3c(cc2N1)CCC3 (stereo not given)	-12	1	0	-4	0	10	0.2	-5	14
O=CNC1(c2ccccc2)CCCCC1	·	-13	-14	8	0	·	0.2	-3	-6
COc1ccc(-n2c(C)nc3c(cnn3-c3ccc(C)cc3)c2=O)cc1	-11	10	-1	-9	7	-10	6.1	-4	2
CN(C)C(=O)c1ccc(NS(=O)(=O)c2ccc3c(c2)OCCO3)cc1	-5	-2	-6	4	5	-2	4.1	1	3
COc1cccc(-c2cnc3c(NC(C)=O)cc(-c4cc(OC)c(OC)c(OC)c4)cn23)c1	·	7	-8	-10	12	·	2.1	-4	-10
C=CCOC(=O)C1=C(C)NC(SCC(=O)NC(=O)OCC)=C(C#N)C1c1cccnc1 (stereo not given)	-5	-14&4	-10&-2	5&-1	1&0	-8	0.7&0.8	-5&-7	-7&11
COc1cc(NC(=O)C2CCC(=O)N2S(=O)(=O)c2ccc(C)cc2)cc(OC)c1 (stereo not given)	1	-7	-16	5	0	-13	0.4	-2	6
COc1ccc(NC(=S)NC(NC(=O)/C=C/c2ccccc2)C(Cl)(Cl)Cl)cc1 (stereo not given)	-21	-4	10	11	2	-7	0.8	3	7

# Continued:
SMILES,OXTR potentiate,CHRM1 antagonist,CHO-K1 Ca antag,CHRM1 PAM,CHRM4 agonist,CHO parental Ca,M1 ag parental,M1 ag,CHRM4 antagonist
O=C(Cn1cc2c(n1)CCCCC2)NCc1ccccn1,-10,-9,5,0,0,-3,0.4,-2,-3
Cc1[nH]nc2c1C(CCc1ccccc1)C(C#N)=C(N)O2 (stereo not given),-2,0,-9,1,0,12,-0.2,-5,-11
CCc1ccccc1NC1=NCC(=O)N1C1CCCC1,-5,1,-7,4,0,-15,0.7,-6,3
COCCSc1nnc(NC(=O)CSCc2ccccc2)s1,3,4,-2,0,1,-9,1.5,-5,5
Cc1cc(C)cc(NC(=O)CN2CCN(c3ccccn3)CC2)c1,-13,-16,1,11,1,-1,0.2,-5,-1
Cc1nnsc1NC(=O)OCc1ccc(C(C)(C)C)cc1,-28,21,14,-8,5,31,4.7,-1,21
COc1cccc2cc(C(=O)NC3CC4CCC3C4)oc12 (stereo not given),-6,-16,8,3,1,-10,1.0,0,6
O=C(Nc1nc(-c2ccc(F)c(F)c2)cs1)c1cnccn1,1,-1,-5,5,-1,0,11,-1,-8
Cc1ccc(N=Nc2cc(C)ccc2N)cc1,-1,-5,-9,1,1,-13,0.3,-6,2
Cc1cc(C)n(-c2nc(SCC(=O)O)c3c4c(sc3n2)COC(C)(C)C4)n1,-5,-8,-8,4,2,-12,1.0,-2,-11
COc1ccc(N(C(=O)c2ccco2)S(=O)(=O)c2cc(OC)ccc2OC)cc1,-4,0,12,7,0,-7,-0.1,-1,1
CCC1(CC)Cc2ccccc2-c2nc(CN(C)C)[nH]c(=O)c21,-4,-2,-9,-4,2,-12,0.9,-7,6
CCn1c(=N)n(CC(=O)c2ccc(Cl)c(Cl)c2)c2ccccc21,-21,-7,-13,-3,0,-10,0.0,-7,6
C=COCCNC(=O)Nc1ccc(Cl)cc1Cl,-6,0,-4,-1,0,-5,0.7,-2,5
CC1CCC2(CC1)NC(=S)N(C(C)(C)C)N2 (stereo not given),-8,-11,3,17,0,-5,0.5,-4,-8
CCN(C(=O)C1CCCN(c2nc(-c3ccc(OC)cc3)no2)C1)c1ccc(OC)cc1 (stereo not given),-5,0,-10,-5,4,-29,0.4,-10,3
CCCN1C(=O)SC(CC(=O)Nc2ccccc2C)C1=O (stereo not given),-5,-19,-2,13,1,-14,0.2,-2,9
Cc1cc(Nc2ccccc2)nc(NCc2ccccc2)n1,-16,13,27*,-13,13,15,9.9,-2,22
CCOC(=O)NN1C(=O)c2ccccc2NC1c1cccnc1 (stereo not given),0,-2,-12,4,2,-1,0.5,-2,-5
CCCc1c(C)nc(N2CCN(c3cccc(OC)c3)CC2)[nH]c1=O,-9,-6,-1,0,4,4,7.0,-3,0
COc1cccc(Nc2nc(N)nc(C(F)(F)F)n2)c1,2,-15,-13,15,0,-6,-1.0,-2,2
CCOC(CNC(=O)CCc1c(C)nc2nc(C)nn2c1C)OCC,-3,3,-3,5,0,-13,-0.1,-1,12
COc1ccc(C(=O)N=C2SC3CS(=O)(=O)CC3N2Cc2ccccc2)cc1OC (stereo not given),-2,-11,-15,10,2,-20,2.5,0,-2
CC(C)(C)OC(=O)Nc1ncnc2c1ncn2C1OC(CO)C2OC(C)(C)OC21 (stereo not given),-4,-3,-13,3,1,-6,0.7,-4,-12
O=C1CCN(S(=O)(=O)c2ccccc2)CCN1CCOCc1ccc(C(F)(F)F)cc1,-8,3,-11,-1,7,-18,3.1,-1,-6
COc1ccc(Oc2nccc(-c3ccccc3)c2C#N)cc1,-9,0,-6,-1,2,-13,0.0,-5,-1
CCC(=O)N1Cc2cc(C(=O)NCC(F)(F)F)nc(-c3cccc(-c4cncnc4)c3)c2[C@@H]1CCO,·,·,-13,·,0,·,0.6,·,0
Cn1cc(-c2coc3c(C(=O)NCc4cccs4)cccc23)cn1,·,-7,-3,1,9,·,3.2,-2,-14
NC(=S)N/N=C/c1ccc(C(F)(F)F)cc1,-12,8,-9,5,0,6,0.6,-4,5
O=C1CCC(NC(=O)c2ccccc2)C(=O)N1 (stereo not given),·,-3,-15,-2,1,·,0.5,-2,-3
Cc1cccc(CNC(=O)CC2C(=O)NCCN2C2CCCC2)c1 (stereo not given),-4,-24,-11,7,0,-11,0.1,0,-4
